# TLR9-MyD88 block: TLR9-MyD88 interaction inhibition | AID 504734 | actives 0.21% (n = 340,000) | inhibition, % at 4.98 µM | Q9NR96+Q99836 | CHO BLA complementation TLR9-MyD88, CCF4 FRET ratio;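 active = inhibition above the mean over all tested compounds plus 3 SD, cut at about 21% in these data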;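 also: 0% = DMSO only wells and 100% = clavulanate BLA inhibitor control wells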
# MC4R ag barr: human MC4R agonism via beta-arrestin; P32245; U2OS MC4R beta-arrestin complementation, luminescence; percent of melanotan II response, DMSO zero; activation, % at 8.9 µM; actives 0.98% (n = 360,000); AID 540308;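 active = activation above a per-plate cutoff, the mean activation of sample wells on that plate plus 3 SD, cut at about 8% in these data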
# NOD2-RIPK2 inh: NOD2-RIPK2 protein interaction inhibition; CHO BLA complementation NOD2-RIPK2, CCF4 ratio; inhibition, % at 4.98 µM; AID 624267; O43353; actives 0.38% (n = 360,000); in the data active = inhibition above about 21%;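 also: 0% = vehicle only and 100% = reference blocker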
# MC4R antagonist: blocks human MC4R cAMP signaling. MC4R-expressing cells, MTII-stimulated cAMP, LANCE TR-FRET. inhibition, % at 6.5 µM. actives 0.48% (n = 360,000). AID 540295;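 active = inhibition above its plate's cutoff, the mean of tested wells on that plate plus 3 SD, cut at about 29% in these data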;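 also: 0% = Melanotan II alone and 100% = Melanotan II plus saturating MCL0020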
#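 Material – human MC4R-expressing U2OS cells · Repeats – no replicates · Detection – TR-FRET with Eu-cAMP and labeled anti-cAMP, 671 nm · Times – compound 30 min, challenge 1 h, detection 1 h · Compound – single nominal compound dose of 6.5 µM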
# SRC2 inh: inhibits human steroid receptor coactivator 2; Q15596; HEK293 GAL4-SRC2 luciferase reporter, luminescence; inhibition, % at 9 µM; actives 0.17% (n = 370,000);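 active = inhibition above the mean inhibition of all tested compounds plus 3 SD, set per campaign, cut at about 52% in these data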;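 also: 0% = DMSO treated cells and 100% = cells given Gossypol at 36 µM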
# LRH-1 inv ag: inverse agonists of human LRH-1 (NR5A2); O00482; HEK293T StAR-luciferase reporter, LRH-1 transfected, 24 h; inhibition, % at 3.6 µM; actives 0.13% (n = 360,000);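 active = inhibition above the mean inhibition of all tested compounds plus 3 SD, cut at about 73% in these data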;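 also: 0% = DMSO wells and 100% = reporter-only cells lacking LRH-1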
# NCOA1 inh: inhibits human SRC1 coactivator; Q15788; HEK293 GAL4-SRC1 luciferase reporter, luminescence; inhibition, % at 3.6 µM; actives 0.12% (n = 360,000); AID 588354;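 active = inhibition above the campaign mean plus 3 SD, with each screening campaign given its own cutoff, cut at about 60% in these data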;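 also: 0% = DMSO treated cells and 100% = gossypol at 36 µM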
# LMP1 NFkB inh: reduces LMP1-driven NF-kappaB luciferase signal. LMP1-induced NF-kappaB luciferase reporter cells, luminescence. inhibition, % at 12.5 µM. actives 0.69% (n = 350,000). AID 504558; in the data active = inhibition above about 41%;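 also: 0% = neutral control wells and 100% = reference inhibitor control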
# ABHD5 PLIN5 PPI: inhibitors of human ABHD5-perilipin-5 interaction. Q00G26+Q8WTS1. Split G. princeps luciferase complementation, luminescence, 4 h. inhibition, % at 4 µM. actives 0.78% (n = 360,000). AID 602281;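 active = inhibition above the mean inhibition across every tested compound plus 3 SD, cut at about 22% in these data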;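 also: 0% = DMSO only wells and the 100% control is not disclosed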
# NCOA3 inh: human NCOA3 inhibition; Q9Y6Q9; HEK293 GAL4-SRC3 luciferase reporter, luminescence; inhibition, % at 3.6 µM; actives 0.17% (n = 360,000);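 active = inhibition above a per-campaign cutoff, the mean of all compounds plus 3 SD, cut at about 60% in these data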;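 also: 0% = DMSO-treated cells and 100% = gossypol-treated cells at 36 µM; higher means less SRC3-driven luciferase light from the GAL4 reporter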
# COUP-TFII inh: inhibitors of human COUP-TFII (NR2F2); HEK293T NGFI-A luciferase reporter, luminescence; inhibition, % at 8.6 µM; actives 0.7% (n = 370,000);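 active = inhibition above a per-plate cutoff, mean inhibition of test wells between control levels plus 3 SD, cut at about 38% in these data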;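 also: cells cotransfected with COUP-TFII expression vector driving the NGFI-A reporter; 0% = median of COUP-TF2 test wells and 100% = reporter-only cells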
# * = called active by the depositor; x = not tested or not shown. Not all compounds are listed; count on the stated rates, not on these rows.
SMILES,TLR9-MyD88 block,MC4R ag barr,NOD2-RIPK2 inh,MC4R antagonist,SRC2 inh,LRH-1 inv ag,NCOA1 inh,LMP1 NFkB inh,ABHD5 PLIN5 PPI,NCOA3 inh,COUP-TFII inh
O=C(OCc1ccccc1Cl)c1ccccc1C(=O)c1ccccc1,4,4.4,1,-7,-37,-38,-23,-13,-7,11,-4
CC(C)n1nc(CC(=O)O)c2ccccc2c1=O,3,0.2,-5,3,19,-3,2,5,4,11,1
CCOC(CNC(=O)c1ccc(CNC(=O)c2ccc(OC)c(OC)c2)cc1)OCC,-9,1.3,2,17,4,-10,0,2,-5,18,-4
O=C(Nc1ccc2c(c1)ncn2-c1ccccc1)c1ccco1,-3,-2.4,-18,-11,-78,-95,-41,-4,1,-54,1
Cc1cc(OC(C)C)nc(-c2ccccc2O)n1,-3,2.2,6,-2,-4,-12,4,-5,-2,7,15
CCOC(=O)[C@]12CCC=C1N(Cc1ccccc1)C(=O)[C@H](CC(=O)NCC1CCCCC1)C2,x,x,13,x,-7,-8,x,x,-7,x,13
COCCCNC(=O)c1cc2c(-c3ccc(Cl)cc3)nn(C)c2s1,4,3.5,2,1,-7,7,-7,-15,3,-9,-1
COc1cc(/C=C2/C(=O)ON=C2C)cc(Cl)c1O,7,-2.5,10,8,33,4,-15,-7,-2,-5,-20
O=C1CN(c2nnnn2-c2ccccc2)CCN1,1,0.1,2,16,5,16,-6,-1,2,6,16
Cc1nc(C)c(C(=O)O)c(-c2cccs2)c1C(=O)O,x,-1.3,2,3,-27,11,15,-1,3,-7,-10
N#CC(c1cccc(C(F)(F)F)c1)(c1ncc(C(F)(F)F)cc1Cl)N1CCOCC1 (stereo not given),-4,-1.1,-7,2,-2,9,6,9,-1,10,-23
O=C(C[C@H]1C[C@@H]2c3cc(NS(=O)(=O)c4ccccc4)ccc3O[C@@H]2[C@H](CO)O1)NC1CCCC1,5,-1.8,-4,16,15,2,-30,-8,8,-11,-6
CCOC(=O)CNC(=S)N(Cc1ccccc1F)C1CCCCC1,4,0.4,-1,9,-23,13,-5,1,0,-4,-15
CCOC(=O)N/N=C(\CCC(=O)O)c1cccs1,1,0.2,6,10,-5,-52,-13,-3,-3,-9,-2
CCC(C(=O)O)N1C(=O)/C(=C/C(C)=C/c2ccccc2)SC1=S (stereo not given),0,-1.2,-4,-7,-16,-9,1,-4,-11,1,-4

# Arranged by molecular weight (lowest first): part of the list above
SMILES,TLR9-MyD88 block,MC4R ag barr,NOD2-RIPK2 inh,MC4R antagonist,SRC2 inh,LRH-1 inv ag,NCOA1 inh,LMP1 NFkB inh,ABHD5 PLIN5 PPI,NCOA3 inh,COUP-TFII inh
O=C1CN(c2nnnn2-c2ccccc2)CCN1,1,0.1,2,16,5,16,-6,-1,2,6,16
CCOC(=O)N/N=C(\CCC(=O)O)c1cccs1,1,0.2,6,10,-5,-52,-13,-3,-3,-9,-2
CCOC(=O)[C@]12CCC=C1N(Cc1ccccc1)C(=O)[C@H](CC(=O)NCC1CCCCC1)C2,x,x,13,x,-7,-8,x,x,-7,x,13

# Single entries from the entries so far:
# TLR9-MyD88 block result of `O=C(C[C@H]1C[C@@H]2c3cc(NS(=O)(=O)c4ccccc4)ccc3O[C@@H]2[C@H](CO)O1)NC1CCCC1` : 5
# LRH-1 inv ag result of `CCOC(=O)CNC(=S)N(Cc1ccccc1F)C1CCCCC1` : 13
# NOD2-RIPK2 inh result of `COc1cc(/C=C2/C(=O)ON=C2C)cc(Cl)c1O` : 10

# The listing picks up; the seven compounds before the break are reprinted first.
SMILES,TLR9-MyD88 block,MC4R ag barr,NOD2-RIPK2 inh,MC4R antagonist,SRC2 inh,LRH-1 inv ag,NCOA1 inh,LMP1 NFkB inh,ABHD5 PLIN5 PPI,NCOA3 inh,COUP-TFII inh
O=C1CN(c2nnnn2-c2ccccc2)CCN1,1,0.1,2,16,5,16,-6,-1,2,6,16
Cc1nc(C)c(C(=O)O)c(-c2cccs2)c1C(=O)O,x,-1.3,2,3,-27,11,15,-1,3,-7,-10
N#CC(c1cccc(C(F)(F)F)c1)(c1ncc(C(F)(F)F)cc1Cl)N1CCOCC1 (stereo not given),-4,-1.1,-7,2,-2,9,6,9,-1,10,-23
O=C(C[C@H]1C[C@@H]2c3cc(NS(=O)(=O)c4ccccc4)ccc3O[C@@H]2[C@H](CO)O1)NC1CCCC1,5,-1.8,-4,16,15,2,-30,-8,8,-11,-6
CCOC(=O)CNC(=S)N(Cc1ccccc1F)C1CCCCC1,4,0.4,-1,9,-23,13,-5,1,0,-4,-15
CCOC(=O)N/N=C(\CCC(=O)O)c1cccs1,1,0.2,6,10,-5,-52,-13,-3,-3,-9,-2
CCC(C(=O)O)N1C(=O)/C(=C/C(C)=C/c2ccccc2)SC1=S (stereo not given),0,-1.2,-4,-7,-16,-9,1,-4,-11,1,-4
Cc1noc(C)c1NC(=O)N(C)C[C@H]1Oc2ccc(NC(=O)Cn3cnnn3)cc2C(=O)N([C@H](C)CO)C[C@@H]1C,-7,-1.1,2,5,-2,-13,-11,-3,-2,4,25
CCN(CC)c1ccc(C2CC(=O)NC3=C2C(=O)CC(C)(C)C3)cc1 (stereo not given),0,-1.2,-7,4,-14,9,-8,15,-5,12,12
CCN(CC)CCN1C(=O)c2ccccc2NC1c1ccc(N(C)C)cc1 (stereo not given),-6,-0.1,-1,2,18,18,4,9,-8,16,26
CCOC(=O)N1CCN(C(=O)CSc2nc(CC)nc3c2c(=O)n(C)c(=O)n3C)CC1,-6,-2.3,-1,7,-22,-9,-2,10,0,0,8
c1ccc2c(c1)[nH]c1c(N3CCOCC3)ncnc12,1,-0.1,-13,3,5,39,-10,-1,-1,16,0
O=C(NCc1ccco1)c1cc2cc3ccc(Cl)cc3nc2o1,-8,2.7,8,14,7,-10,-6,-13,5,-21,-5
CC1CC(C)CN(C(=O)COC(=O)CCC(=O)c2cccs2)C1 (stereo not given),-10,0.5,0,0,-3,24,-8,2,6,9,-7
CN(C)S(=O)(=O)c1ccc(N2CCCC2)c(C(=O)Nc2nc(-c3ccc(F)cc3)cs2)c1,-5,0.3,-1,22,-18,10,-10,10,-1,20,-3
CCCCOc1ccc(C(=O)N(Cc2ccccc2)C2CCS(=O)(=O)C2)cc1 (stereo not given),3,-2.4,2,0,-26,13,-27,2,-1,-5,11
Cc1ccc(C(C(=O)NC2CCCCC2)N(C(=O)Cc2c[nH]c3ccccc23)c2ccccc2)o1 (stereo not given),-8,12*,1,-6,-10,-8,-30,0,-9,-10,2
Cc1ccc(-c2cc(C(=O)Nc3cccnc3)c3ccccc3n2)s1,-2,2.0,5,7,-11,-11,4,-6,-1,-5,-10
Cc1ccc2c(c1)nnn2C1CCN(S(=O)(=O)c2ccc(C(=O)N(C)C)cc2)CC1,-11,-0.9,1,1,24,-11,8,3,5,4,-9
COc1cccc(NC(=O)Cn2cnc3sc(C)c(S(=O)(=O)N4CCCCC4)c3c2=O)c1,6,-0.4,-2,-1,17,5,-9,2,-2,10,1
CC(=C/c1ccc(C(C)C)cc1)/C=N/NC(=O)CSc1ccccn1,1,0.9,1,7,-14,-51,-69,-20,-1,-86,-23
COc1cc(NC(=O)CN2C(=O)COc3ccc(S(=O)(=O)N4CCOCC4)cc32)cc(OC)c1,3,-1.5,6,6,12,22,-38,-1,8,-15,-4
CCc1nc2ccc(C(=O)NCCCn3ccnc3)cn2c1N(C)CCCc1ccccc1,x,-0.8,0,7,8,14,18,x,4,-4,-9
C=C1C(=O)C23CCC4C(C)(C(=O)OC)CCCC4(C)C2CCC1(O)C3 (stereo not given),3,-0.4,79*,40*,68*,42,36,62*,72*,10,78*
Cc1ccnc(NC(=O)CCC(=O)N(CC(=O)NC(C)(C)C)C2CCCC2)c1,-5,-1.5,-3,3,-14,-8,14,0,-2,-9,11
COc1ccccc1C(C)NC(=O)Cc1ccsc1 (stereo not given),-1,-0.9,-17,4,-12,-1,-4,-1,3,-4,29
CNc1nc(NCCOC23CC4CC(CC(C4)C2)C3)nc(OCC(F)(F)F)n1,4,1.7,0,-18,-21,-7,7,10,-4,-16,10
CCN(C(=O)CSc1nnc(-c2ccccc2F)n1N)c1c(N)n(Cc2ccccc2)c(=O)[nH]c1=O,-5,-3.2,7,19,9,-13,-6,-4,14,9,-3
c1ccc(C2COC(c3cccs3)=N2)cc1 (stereo not given),-17,1.1,0,-5,-16,-1,-8,-3,3,-18,-10
O=C(c1cc([N+](=O)[O-])ccc1N1CCN(S(=O)(=O)c2ccc(Cl)c(Cl)c2)CC1)N1CCOCC1,9,-0.9,5,0,16,12,-4,0,10,17,6
O=C(CN1CCN(c2cccc(Cl)c2)CC1)Nc1ccc(S(=O)(=O)N2CCOCC2)cc1,3,-5.4,-3,22,8,13,11,2,-7,3,11
COc1cc(C(=O)NCc2nnc(SCC(=O)c3ccccc3)o2)cc(OC)c1OC,4,-0.9,-4,-3,-15,9,-8,-2,-9,-14,-1
COc1ccc(NS(=O)(=O)c2cc(NC(=O)c3ccccc3F)ccc2N2CCCC2)cc1,-10,2.4,-5,24,6,16,10,-5,8,15,0
CCOCCCNC(=O)c1ccc(Br)cc1,13,-1.9,-13,7,-38,-39,-36,-23,-5,-24,-24
Cc1ccc(N(C(=O)CCC(=O)Nc2cc(C)on2)C(C(=O)NC2CCCC2)c2ccccc2)cc1 (stereo not given),3,-0.9,-8,2,-3,8,-4,0,4,-1,-1
Cc1cccc(C(=O)NC(C(=O)Nc2ccc(S(=O)(=O)Nc3nccs3)cc2)C(C)C)c1 (stereo not given),-8,-1.1,2,11,0,9,3,-1,-13,-7,13
CCOC(=O)c1cc2cc3ccccc3cc2oc1=O,-5,-1.6,1,2,-16,-18,-14,6,3,-45,-9
CCOC(=O)C1CCN(c2ncnc3c2oc2ccccc23)CC1,4,-0.9,5,7,4,-5,4,3,0,13,-15
O=C1N[C@@H](Cc2c[nH]c3ccccc23)COC(=O)[C@H](Cc2ccc(F)cc2)C/C=C\C[C@H]1CC(=O)N(CCO)Cc1ccccc1,-14,0.2,-11,9,-6,-4,-13,43*,-4,17,5
CC(CN1CCCCC1)OC(=O)c1ccc(Cl)cc1 (stereo not given),-13,-1.7,2,-4,-4,3,3,-1,-7,-4,2

# Screens from PubChem BioAssay.
